# High-throughput results deposited in PubChem by National Center for Advancing Translational Sciences (NCATS).
# AmpC det inh: blocks E. coli AmpC beta-lactamase in presence of detergent; purified AmpC, nitrocefin hydrolysis with detergent; Potency, µM (doses to about 28.7 µM), without a hit: top-dose activity change, negative = inhibition; 71,000 compounds, 0.09% hits; AID 584; active means well fitted curve in the direction sought with a large enough effect
# Target sequence (P00811 whole entry, looked up): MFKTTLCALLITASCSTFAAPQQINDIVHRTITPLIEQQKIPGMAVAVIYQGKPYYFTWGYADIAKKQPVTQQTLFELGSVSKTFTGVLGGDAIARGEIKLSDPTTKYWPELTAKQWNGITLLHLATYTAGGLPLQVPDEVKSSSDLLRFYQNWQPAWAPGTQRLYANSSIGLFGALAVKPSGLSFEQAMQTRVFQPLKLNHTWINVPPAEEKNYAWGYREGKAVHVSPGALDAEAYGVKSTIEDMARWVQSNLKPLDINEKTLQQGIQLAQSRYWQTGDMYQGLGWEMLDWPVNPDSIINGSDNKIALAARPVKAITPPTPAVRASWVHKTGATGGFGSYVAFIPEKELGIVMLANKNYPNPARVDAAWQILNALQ
#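 E. coli AmpC (5.3 nM) in 20 mM phosphate pH 7.0 with 0.01% Triton X-100, preincubated 15 min RT with compound; nitrocefin (2 uL of 800 uM stock) hydrolysis followed by 480 nm absorbance every 20 s over 4 min.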
# The depositor's hits bear a star; [ ] = dose if it differs, or a comment. On the % scale 0 is the no-effect control and ±100 the full control effect; potency means the concentration at half of the fitted maximal effect. An excerpt. The share of hits here may be higher or lower than overall.
smiles	AmpC det inh
COc1ccc(C(=O)N2CCC[C@@]3(CCN(C(=O)Nc4cccc(C#N)c4)C3)C2)cc1	-1.1%
Cc1ccc(C(=O)N2Cc3ccccc3CC2C(=O)O)cc1 (stereo not drawn)	5.6%
O=C1CC(C(=O)Nc2ccc(Br)cc2)C2(CCCC2)O1 (stereo not drawn)	-4.0%
NC(=O)C1CCN(CCCNC2CC(=O)N(Cc3ccc(N4CCCC4=O)cc3)C2=O)CC1 (stereo not drawn)	5.5%
CN1/C(=C/C(=O)C2CCC2)Sc2ccccc21	-2.8%
N#CC1=C(N)C2=C(N3CCCCC3)CCCC2C1(C#N)C#N (stereo not drawn)	-4.4%
CC(=O)Cn1c(C(F)(F)F)nc2ccccc21	0.8%
CCCC(=O)Nc1ccc(NC(=O)C23CC4CC(CC(C4)C2)C3)cn1	13.7%
O=C(CC1SC(=O)N(c2ccccc2)C1=O)Nc1ccccc1 (stereo not drawn)	-2.2%
CCOC(=O)c1sc2nc(SCC(=O)NCc3ccco3)n(Cc3ccccc3)c(=O)c2c1C	5.4%
Cc1c(C(=O)NCc2cccnc2)oc2ccc(S(=O)(=O)N3CC(C)CC(C)C3)cc12 (stereo not drawn)	14.1%
ClC1=C(Cl)C2(Cl)C3C(Cl)C=CC3C1(Cl)C2(Cl)Cl (stereo not drawn)	8.3%
O=C(NC1CCCCC1)N(Cc1cc2cc3c(cc2[nH]c1=O)OCCO3)CC1CCCO1 (stereo not drawn)	1.5%
COc1cc(C)c(CN2CCCCC2CO)cc1C (stereo not drawn)	-2.2%
CCOC(=O)C1(CC)NC(c2cccc(F)c2)C2C(=O)N(CC)C(=O)C21 (stereo not drawn)	2.3%
COc1ccccc1OCCSc1ncnc2nc[nH]c12	10.8%
COc1cccc2c1C(=O)c1c(O)c3c(c(O)c1C2=O)C[C@](O)(C(=O)CO)C[C@@H]3O[C@H]1C[C@H](N)[C@@H](O)[C@H](C)O1	-1.8%[5.75 µM]
COc1ccc(NC(=O)c2ccc(CN3CCN(c4ccccc4)CC3)cc2)cc1	0.5%
COc1cccc2cc(C(=O)N3CCN(c4ncccn4)CC3)c(=O)oc12	-2.3%
CCOC(=O)CSc1nc2ccc(N3CCOCC3)cc2c(=O)n1Cc1ccc2c(c1)OCO2	12.4%
Cc1cc(=O)[nH]c2cc(Cl)ccc12	8.3%
O=c1c(-c2cccc(Cl)c2)nc2cncnc2n1Cc1ccccc1	10.6%
CCCn1nnc(NC(=O)c2ccc(Cl)cc2Cl)n1	3.4%
O=C(CCc1ccc(S(=O)(=O)N2CCOCC2)cc1)OCc1nc2ccccc2s1	-5.2%
CCOC(=O)C1CCCN(CCC(=O)Nc2ccc(F)c(F)c2)C1 (stereo not drawn)	-3.9%

# (cont.)
smiles	AmpC det inh
CCCc1c(O)nc(SC2CC(=O)N(c3cc(OC)ccc3OC)C2=O)[nH]c1=O (stereo not drawn)	-5.2%
C(#CCN1CCOCC1)COCC#Cc1ccccc1	-1.0%
Cc1ccc(CN(Cc2cccnc2)C(=O)CN2C(=O)COc3ccccc32)o1	-1.8%
CCCCN1C(=O)c2ccc(C(=O)NC3=NCCS3)cc2C1=O	-2.4%
c1ccc2[nH]c(-c3nc4ccccc4[nH]3)nc2c1	-0.2%
Cc1ccc(C)c(N2CCN(S(=O)(=O)c3ccc4[nH]c(=O)c(=O)[nH]c4c3)CC2)c1	-2.0%
CCN(CC)S(=O)(=O)c1ccc(NC(=O)COc2c(OC)cccc2OC)cc1	-1.0%
COc1ccc(-c2csc(NC(=O)Cn3nc(C)cc3C)n2)cc1	-3.8%
COc1ccc2c(c1)CCc1c(C(=O)Nc3ccn(Cc4ccc(C)cc4)n3)noc1-2	13.1%
CCOC(=O)N1CCN(C(=O)CCSCCc2ccncc2)CC1	1.0%
CCc1nnc(NC(=O)C2CCN(S(=O)(=O)Cc3ccccc3)CC2)s1	9.0%
COc1cccc(/C=N/n2c(SC)nnc2-c2ccccc2)c1O	-0.6%
O=C(Nc1ccccc1-c1ccccc1)C1CCCN(c2ncccn2)C1 (stereo not drawn)	6.2%
COC(=O)c1ccc(N2C(=O)CC(N(C)CCc3ccc(OC)c(OC)c3)C2=O)cc1 (stereo not drawn)	6.3%
Cc1ccc(CCNC(=O)C2CCCN(S(=O)(=O)c3c(C)noc3/C=C/N(C)C)C2)cc1 (stereo not drawn)	10.3%
O=C1CCC(=O)N1CC(=O)N1c2ccccc2Sc2ccccc21	0.8%
O=C(COc1ccc(Cl)cc1Cl)NCCCn1ccnc1	-1.8%
O=C(c1ccccc1)c1nc[nH]c1C(=O)Nc1ccccc1	-3.1%
CCCOC(=O)C1C2C=C[C@]3(CN(CCc4ccccc4)C(=O)[C@H]13)O2 (stereo partly drawn)	-0.7%
COc1ccccc1N1CCN(C(CNC(=O)c2ccc3c(c2)OCO3)c2cccnc2)CC1 (stereo not drawn)	-2.7%
COc1ccc(OCC(=O)Nc2ccc3c(c2)nc2n3CCSC2)cc1	4.6%
Cc1cccc2cc(COC(=O)C(C)(C)C)c(=O)[nH]c12	11.8%
O=C(Nc1ccon1)c1sc2ccccc2c1Cl	-3.6%
COc1ccc(-c2nc3cnc(Nc4cccc(OC)c4)nc3n(CCC#N)c2=O)cc1	-1.6%
CC(C)OC(=O)c1nnn(-c2nonc2N)c1CN1CCc2ccccc2C1	-2.7%

# (next part)
smiles	AmpC det inh
O=C(CN1C(=O)C2C3C=CC(C3)C2C1=O)Nc1cccc2c1CCCC2 (stereo not drawn)	-3.2%
CCOC(=O)C1C(c2cccs2)NC(=O)NC1(O)C(F)(F)F (stereo not drawn)	-2.6%
COc1ccccc1NC(=O)CSc1nnc(Cc2cccn2C)n1CCc1ccccc1	5.9%
CCCn1nc(NC(=O)c2ccco2)c2cc3ccc(C)cc3nc21	14.4%
NC(=O)SC/C(=N\S(=O)(=O)c1ccccc1)Nc1ccccc1	-1.5%
O=C(c1cccc(F)c1)N1CCC[C@@]2(CCN(c3ccccc3)C2)C1	10.4%
CN(CC(=O)NCCC1=CCCCC1)S(=O)(=O)c1ccc2c(c1)c(=O)n(C)c(=O)n2C	13.8%
COc1ccccc1-c1nnc(SCC(=O)O)n1C	1.6%
O=C(CCN1CCN(C/C=C/c2ccccc2)CC1)Nc1ccccc1	0.9%
c1ccc(C(CN2CCOCC2)c2ccccc2)cc1	-2.6%
Clc1ccc(Cn2ncc3c(NCc4cccnc4)ncnc32)cc1	-4.2%
CCC(=O)Nc1cccc(NC(=O)CSc2nnc(C3CC3)n2C)c1	-5.3%
NC(=O)C1CCN(C(=O)c2ccc(C(F)(F)F)cc2)CC1	-1.7%
c1nc(N2CCC3(CC2)OCCO3)c2c3c(sc2n1)CCCC3	-2.3%
COc1ccc(CNC(=O)c2cc3c(=O)n4ccccc4nc3n(Cc3ccco3)c2=N)cc1	-3.5%
O=C(O)C1CCN(C(=O)c2scc3c2OCCO3)CC1	3.3%
O=C(CCn1c(=O)c2sccc2n(CC(=O)OCc2ccccc2)c1=O)NCc1ccco1	10.2%
COc1ccccc1N1CCN(Cc2nc(N)nc(Nc3ccc(C)c(Cl)c3)n2)CC1	-4.3%
CCOc1ccccc1NC(=O)CSc1nnc(-c2ccccn2)n1Cc1ccco1	-3.3%
Cc1ccccc1-n1c(C)nnc1SCC(=O)N1CC(=O)Nc2ccccc21	-0.3%
CS(=O)(=O)N(Cc1ccccc1)c1ccc(C(=O)NC2CCCCC2O)cc1 (stereo not drawn)	-0.9%
Cc1ccc(Sc2oc(/C=N/n3cnnc3)cc2Br)cc1	-2.0%
CC(Sc1nc2ccccc2s1)C(=O)N1CCOCC1 (stereo not drawn)	3.1%
CC(C)c1ccccc1NC(=O)c1cccnc1	-1.0%
Cn1c(=O)c2c(nc(OCC3COC(C)(C)O3)n2Cc2ccccc2F)n(C)c1=O (stereo not drawn)	-2.2%

# (further entries)
molecule	AmpC det inh
O=C(N1CCOCC1)N1CCC(n2nnc3cc(F)ccc32)CC1	11.7%
C/C(NCC(C)(C)CN(C)C)=C(/C#N)C(=O)NCc1ccccc1	-3.8%
CN1CCN(C(=O)N2CCNC2=O)CC1	-1.1%
O=C(c1cc2c(s1)CCCCCC2)N1CCC2(CC1)OCCO2	-8.6%
CCC(Sc1nc(=O)cc(N)n1-c1cccc(C)c1)C(=O)Nc1cc(C)on1 (stereo not drawn)	-4.0%
Cn1c(=O)[nH]c(=O)c2[nH]c(NCCCN3CCOCC3)nc21	6.7%
COc1ccccc1CNc1ccnc(-c2ccc(N(C)C)cc2)n1	9.1%
COc1ccc(Oc2ncc3nc(C)c(=O)n(Cc4ccc(F)cc4)c3n2)cc1	-2.7%

# For reference, part of the list above:
molecule	AmpC det inh
C/C(NCC(C)(C)CN(C)C)=C(/C#N)C(=O)NCc1ccccc1	-3.8%
CN1CCN(C(=O)N2CCNC2=O)CC1	-1.1%
O=C(c1cc2c(s1)CCCCCC2)N1CCC2(CC1)OCCO2	-8.6%
CCC(Sc1nc(=O)cc(N)n1-c1cccc(C)c1)C(=O)Nc1cc(C)on1 (stereo not drawn)	-4.0%
Cn1c(=O)[nH]c(=O)c2[nH]c(NCCCN3CCOCC3)nc21	6.7%
COc1ccccc1CNc1ccnc(-c2ccc(N(C)C)cc2)n1	9.1%
COc1ccc(Oc2ncc3nc(C)c(=O)n(Cc4ccc(F)cc4)c3n2)cc1	-2.7%

# New compounds follow.
molecule	AmpC det inh
COC(=O)Cn1nc(-c2ccccc2)n(-c2ccccc2)c1=S	-2.3%
CCOc1ccc(N(C(C)C(=O)NC2CCCCCC2)S(C)(=O)=O)cc1 (stereo not drawn)	0.9%
CC1CCCN(C(=O)CSc2nnc3n(C4CCCC4)c(=O)c4ccccc4n23)C1 (stereo not drawn)	-2.7%
Cc1nnc(SCC(=O)Nc2ccc3c(c2)OCCO3)n1CC1CCCO1 (stereo not drawn)	5.5%
CC1CN(S(=O)(=O)c2cccs2)CC(C)O1 (stereo not drawn)	-4.2%
COc1ccc(CC(=O)N2CCN(C(=O)c3ccco3)CC2)cc1	2.5%
COc1ccc(CCn2c(-c3ccco3)nc3ccccc3c2=O)cc1OC	7.2%
COc1ccc(-c2nnc(SCC(=O)NC(C)c3ccccc3)o2)cc1 (stereo not drawn)	8.8%

# Shown as labelled records: entries from further up.
Structure: C/C(NCC(C)(C)CN(C)C)=C(/C#N)C(=O)NCc1ccccc1
- AmpC det inh: -3.8%

Structure: CN1CCN(C(=O)N2CCNC2=O)CC1
- AmpC det inh: -1.1%

Structure: O=C(c1cc2c(s1)CCCCCC2)N1CCC2(CC1)OCCO2
- AmpC det inh: -8.6%

Structure: CCC(Sc1nc(=O)cc(N)n1-c1cccc(C)c1)C(=O)Nc1cc(C)on1 (stereo not drawn)
- AmpC det inh: -4.0%

# Remaining list, next part
molecule	AmpC det inh
CCOc1ccccc1Cn1c(=O)oc2ccc(C)cc21	1.2%
CCc1nc2ccccc2c(C(=O)OCC(=O)Nc2ccc(S(=O)(=O)N3CCOCC3)cc2)c1C	-3.0%
O=C1CC(=O)CC(c2ccco2)C1	-4.1%
COC(=O)[C@@]1(Cc2ccc(OC)cc2)[C@H]2c3cc(C(=O)N(C)C)[nH]c3C[C@H]2CN1C(=O)c1ccccc1	-0.7%
COc1ccc(Cl)cc1NC(=O)CN1C(=O)CCS(=O)(=O)c2ccccc21	9.9%
O=C(c1csnn1)N1CCC2(CC1)CCN(C(c1ccccc1)c1ccccc1)CC2	2.1%
CN1CCCC2(CCN(C(=O)c3cccc(F)c3)CC2)C1	-2.2%
CN(CC(=O)N1CCN(c2ccc(F)cc2)CC1)S(=O)(=O)c1ccc(F)cc1	-4.5%

# Next section.
molecule	AmpC det inh
COc1ccc2nc(SCC(=O)Nc3ccc(S(=O)(=O)N4CCCC4)cc3)c(C#N)cc2c1	1.3%
CC(NC(=O)COc1ccccc1)C(=O)OCC(=O)c1cc2ccccc2o1 (stereo not drawn)	-2.7%
CCCCCCCCCCCCCCCCCCOC[C@@H](COP(=O)([O-])OCC[N+](C)(C)C)OC	-2.7%
COc1ccc(S(=O)(=O)N2CCN(C)CC2)cc1Br	6.2%
CCCN(Cc1cc2ccc(C)cc2[nH]c1=O)C(=O)c1cccnc1	0.7%
CC(=O)OCc1c(F)c(F)c(-n2nc(C)cc2C)c(F)c1F	1.0%
Cc1ccc(Cn2nnc3c(=O)n(Cc4cccc(C)c4)cnc32)cc1	1.7%
O=C(Nc1ccccc1)N1CCC(C(=O)N2CCN(S(=O)(=O)c3cccc(F)c3)CC2)CC1	-0.3%

# More structures follow:
molecule	AmpC det inh
CCOC(=O)c1cnc(-n2nc(C)cc2C)nc1Nc1cccc(C(=O)O)c1	-0.9%
C[C@@H](C(=O)Nc1ccc2ccccc2c1)[C@@H]1C[C@@]1(C)[C@@H](NC(=O)c1ccccc1)c1ccccc1	-0.7%
COc1ccccc1-n1c(CNC(=O)c2ccco2)nnc1SCC(=O)Nc1cc(C)ccc1C	11.9%
O=C1c2ccccc2C(=O)N1CCCP(=O)(O)CCc1ccccc1	9.1%
O=C(CCc1ccccc1)NCc1ccccn1	-5.8%
Cn1cc(-c2nc3cncnc3n(C3CC3)c2=O)c2ccccc21	0.1%
Cc1cc(C)nc(N2CCC(C(=O)N3CCN(c4cc(Cl)ccc4C)CC3)CC2)n1	8.0%
COc1ccc(-c2nc(C#N)c(N3CCCCCC3)o2)cc1	-2.6%

# Later entries:
molecule	AmpC det inh
Cc1cccc(OCc2nnc(N)s2)c1	-2.9%
Cc1cc(=O)oc2cc(OC(C)C(=O)Nc3nccs3)ccc12 (stereo not drawn)	-4.9%
Cc1nc(Sc2nnnn2C)c2c3c(sc2n1)CCC3	-0.5%
Cc1oc(-c2ccccc2Cl)cc1-c1nn2c(-c3ccco3)nnc2s1	-7.6%
CCOc1ccc(NC(=O)N(C2CCCCCC2)C2CCN(C(C)=O)CC2)cc1	-3.5%
CC(Sc1ccccc1)C(=O)Nc1cccc(N(C)S(C)(=O)=O)c1 (stereo not drawn)	-0.9%
